Bioassay records (PubChem BioAssay)
TNFa cytotox = cytotoxicity in TNFa-stimulated HUVEC, primary screen, cytotoxicity control for VCAM1 expression modulator project, imaging, Hoechst nuclei count; HUVEC TNFalpha-stimulated, Hoechst cell count; cell count reduction, % at 2 µM; 93,000 compounds, 0.17% hits; AID 848, 2007;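 active = cell count reduction exceeding the screen mean by over 5 SD, scaled to untreated wells per plate, cut at about 78% in these data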;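 note: cells counted after 24 h of TNF alpha exposure following the 1 h pretreatment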
Pyk2 oligo antag = antagonists of Pyk2 self-association, primary screen, Q293 cells, FERM NanoBiT luminescence, HTS | Protein-tyrosine kinase 2-beta (Homo sapiens), Q14289 | stronger effect = lower value | z-score (the deposit names both 25 µM and 10 µM) | 99,000 compounds, 0.83% hits | AID 1347419, 2020;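 active = Z-score of -3 or lower, scaled per plate to the spread of control and sample wells; inactive = z-score above -3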;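 note: negative z-score means lost luminescence so less FERM oligomerization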
ERa SRC1 inh = ERα–SRC-1 coactivator interaction inhibitors, primary screen, biochemical, TR-FRET, ERα LBD, estradiol-bound; Estrogen receptor (Homo sapiens), P03372; TR-FRET ER-alpha LBD / SRC-1 peptide; inhibition, % at 25.6 µM; 86,000 compounds, 1.7% hits; AID 629, 2007; in the data active = inhibition above about 50%;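 note: 0% = receptor plus peptide control and 100% = peptide only without receptor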
PTPN22 act = LYP phosphatase activators, primary screen, biochemical, DiFMUP fluorescence, 2 µM; recombinant LYP; 0 = plate median, 100 = signal doubled; activation, % at 2 µM; 96,000 compounds, 0.11% hits;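 active = activation at 2 µM above a set limit, the mean plus 5 SD, cut at about 37% in these data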
Target sequence (Q9Y2R2 whole entry, looked up): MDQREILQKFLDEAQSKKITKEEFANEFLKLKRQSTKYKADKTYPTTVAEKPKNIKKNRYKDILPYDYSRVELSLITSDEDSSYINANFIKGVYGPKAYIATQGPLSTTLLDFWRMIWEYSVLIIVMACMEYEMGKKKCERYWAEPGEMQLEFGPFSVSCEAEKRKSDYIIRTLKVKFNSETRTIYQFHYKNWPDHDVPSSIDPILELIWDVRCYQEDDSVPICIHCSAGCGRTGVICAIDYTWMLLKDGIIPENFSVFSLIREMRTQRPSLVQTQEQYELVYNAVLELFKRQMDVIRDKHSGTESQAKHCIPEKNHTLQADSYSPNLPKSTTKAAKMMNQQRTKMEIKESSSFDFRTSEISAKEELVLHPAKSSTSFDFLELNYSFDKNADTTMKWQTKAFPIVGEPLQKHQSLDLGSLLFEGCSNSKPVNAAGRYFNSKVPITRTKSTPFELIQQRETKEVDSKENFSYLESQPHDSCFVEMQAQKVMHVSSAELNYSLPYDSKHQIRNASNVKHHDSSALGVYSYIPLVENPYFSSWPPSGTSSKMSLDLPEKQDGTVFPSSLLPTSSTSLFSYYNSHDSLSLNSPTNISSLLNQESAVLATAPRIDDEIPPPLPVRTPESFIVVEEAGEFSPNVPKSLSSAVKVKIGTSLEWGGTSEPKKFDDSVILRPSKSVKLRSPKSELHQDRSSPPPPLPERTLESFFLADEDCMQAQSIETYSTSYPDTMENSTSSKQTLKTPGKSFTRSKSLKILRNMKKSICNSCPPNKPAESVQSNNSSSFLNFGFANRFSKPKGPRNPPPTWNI
VCAM1 TNFa inh = inhibitors of TNFa-induced VCAM1 expression, primary screen, imaging, HUVEC, TNFa stimulus, immunofluorescence. inhibition, % at 2 µM. 95,000 compounds, 0.48% hits. HUVEC TNFa-induced VCAM-1 immunofluorescence, high-content imaging;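 active = inhibition above the batch mean plus 3 SD, with images confirmed as a hit by eye, cut at about 37% in these data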;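 note: 0% = TNF-stimulated DMSO wells and 100% = unstimulated control wells; not every result past the cut was called active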
cytoskel mod = modifiers of F-actin cytoskeleton organization, primary screen, imaging, HUVEC, phalloidin staining, high-content imaging; HUVEC TNFa F-actin phalloidin imaging; inhibition, % at 2 µM; 91,000 compounds, 0.18% hits; AID 836, 2007;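 active = inhibition above the batch mean plus 3 SD and confirmed as a hit by visual image inspection, cut at about 30% in these data, passing the limit was not always enough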; note: strong numbers were not always called active
HUVEC tox IL1B = cytotoxicity in IL-1B stimulated HUVEC, primary screen, cytotoxicity control for IL-1B NFkB translocation project, imaging, Hoechst nuclear count, IL-1B stimulus; HUVEC cell count loss; cell count reduction, % at 2 µM; 94,000 compounds, 0.41% hits; AID 845, 2007;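 active = cell count reduction more than 3 SD above the screen-wide mean, cut at about 70% in these data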;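 note: normalized per plate to untreated control cells as the no-loss baseline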
PTPN22 inh 2 = PTPN22 phosphatase inhibitors, primary screen, biochemical, DiFMUP fluorescence, 2 µM. 96,000 compounds, 0.21% hits. inhibition, % at 2 µM. recombinant LYP catalytic domain. Tyrosine-protein phosphatase non-receptor type 22 (Homo sapiens), Q9Y2R2. AID 640, 2007;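 active = inhibition at 2 µM at or above a set limit, the screen mean plus 3 SD, cut at about 24% in these data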;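 note: 0% = DMSO with enzyme and 100% = enzyme fully blocked by orthovanadate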
FAK blocker = FAK kinase inhibitors, primary screen, biochemical; inhibition, %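 (tested at 7 µM)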; biochemical FAK kinase activity assay; 97,000 compounds, 0.84% hits; AID 727, 2007; in the data active = inhibition above about 19%;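 note: 0% = DMSO and 100% = reference compound high control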
* = called active by the depositor; x = not tested or not shown; [ ] = another dose, or the depositor's remark.

SMILES	TNFa cytotox	Pyk2 oligo antag	ERa SRC1 inh	PTPN22 act	VCAM1 TNFa inh	cytoskel mod	HUVEC tox IL1B	PTPN22 inh 2	FAK blocker
Cn1nc(-c2ccc(C(=O)Nc3cccc(Cl)c3)cc2)c2ccccc2c1=O	-18	0.4	15	-16	-7	8	28	15	0
COc1ccc(Cl)cc1C(=O)NNC(=S)NC(=O)c1cc(-c2ccccc2)nc2ccccc12	3	-0.05	x	0	11	-18	-23	3	-21
CCOC(=O)c1nn(-c2cccc(Cl)c2)c2nc(CC(C)C)c(C#N)c(=O)n12	x	2	6	-6	30	16	-24	6	1
CCOC(=O)CSC1=Nc2ccccc2C2=NC(CC(=O)NCc3ccc(OC)cc3)C(=O)N12 (configuration not stated)	x	0.42	-13	-1	-26	-10	2	0	0
Cc1csc(NC(=O)c2nc3nc(C)cc(C)n3n2)n1	-30	-0.25	0	2	9	33	16	-4	1
CCn1cc(C(=O)NCC2CCCO2)c(=O)c2cc(S(=O)(=O)N(C)C3CCCCC3)ccc21 (configuration not stated)	-13	x	7	24	16	5	-10	-26	1
Cc1cccc2cc(COC(=O)C3CCCCC3)c(=O)[nH]c12	-28	0	-10	0	11	42	-5	0	2
Cc1ccc2c(c1)CCCN2C(=O)c1ccco1	-21	0.08	-3	-6	1	16	-8	5	2
FC(F)(F)c1cccc(-c2cc3ccccc3nc2N2CCCC2)c1	-21	-0.67	x	2	17	-10	-23	1	-5
O=C(Nc1nc2c(s1)CCCC2)C1CCCN1C(=O)c1cccs1 (configuration not stated)	7	1.4	1	6	-12	-7	3	-7	0
Cc1[nH]n(-c2ccccc2)c(=O)c1C=Nc1cnc2ccccc2c1	-10	-0.11	x	-5	-17	17	-6	1	-2
CC(C)Sc1nc2c(c(=O)n(C)c(=O)n2C)n1C	-32	-0.57	-5	11	14	-21	-13	-10	-1
NC(=O)CSc1nnc(-c2ccc(S(=O)(=O)N3CCCC3)cc2)o1	-6	1.1	-10	-4	1	7	-13	3	-1
CC(=O)Nc1ccc(S(=O)(=O)N2CCCCC2c2cccnc2)cc1 (configuration not stated)	-14	-0.94	-6	8	-5	2	14	-11	1
CCOc1ccc(N=c2oc3cc(O)ccc3cc2C(=O)NCC2CCCO2)cc1 (configuration not stated)	5	-1.9	29	-5	14	-32	21	6	0
Cc1nn(-c2ccccc2)c2c1C(c1ccc(F)cc1F)C(C#N)=C(N)O2 (configuration not stated)	12	-0.58	-7	0	-10	-3	6	3	3
CC1=C(C(=O)Nc2ccccc2)C(c2ccc(C)o2)n2c(s/c(=C\c3ccco3)c2=O)=N1 (configuration not stated)	-37	-0.36	19	-11	15	28	-10	9	-1
Cn1c(=O)cc(SCC(=O)NCC2CCCO2)c2ccc(Cl)cc21 (configuration not stated)	-14	0.27	3	7	6	-2	-5	-10	-6
CN1CCN(C(=O)c2ccc3c(c2)NC(=O)C(C)(C)O3)CC1	-18	-0.28	-34	1	9	32	25	-2	12
Cc1noc(NS(=O)(=O)c2ccc(N/C=C\C(=O)c3ccc4c(c3)OCO4)cc2)c1C	-17	-0.64	0	-2	-6	16	-17	6	0
CCCCNC(=O)C1CCCNC1=O (configuration not stated)	-7	0.68	2[fluorescence artefact?]	-12	-1	x	-11	12	0
CCOc1ccc(N2C(=O)C3CCCN3C2=O)cc1 (configuration not stated)	-9	0.48	-2	7	10	16	-6	-9	-2
c1ccc(COc2ccc(OCCCN3CCCCC3)cc2)cc1	-5	1.2	63*[fluorescence artefact?]	-5	4	9	-37	7	0
O=C(Cc1ccccc1)NCC1CCCO1 (configuration not stated)	-36	0.13	-5	4	13	-11	1	-2	-1
CCOc1ccccc1C(=O)N(CCC(=O)OC)c1ccccn1	-15	0.51	-28	2	-13	5	-2	-2	1

Next entries
SMILES	TNFa cytotox	Pyk2 oligo antag	ERa SRC1 inh	PTPN22 act	VCAM1 TNFa inh	cytoskel mod	HUVEC tox IL1B	PTPN22 inh 2	FAK blocker
N/C(=N\OS(=O)(=O)c1cc(Cl)ccc1Cl)c1ccncc1	-18	0.35	-7	-8	19	-16	-21	9	-1
CCOC(=O)Cc1nnc(NC(=O)CSc2ccccc2)s1	7	0.39	10[fluorescence artefact?]	15	-19	7	22	-10	0
CSc1nnc(Cc2ccc3c(c2)OCO3)o1	-4	1.7	7[fluorescence artefact?]	12	-1	-14	-5	-13	-1
CCN(CC)S(=O)(=O)c1ccc(Cl)c(C(=O)NC2CCCC2)c1	-40	1.6	-2	3	-13	11	-6	-3	1
Cc1cccc(NC(=S)NNC(=O)c2ccccc2OC(F)F)c1	-9	0.06	x	6	43	8	-14	-3	2
Oc1ccc(-c2cn3c(n2)SCC3)cc1	-5	0.32	-8	-11	12	-6	x	12	-1
COc1ncnc2sc3c(c12)CCCC3	1	-0.52	x	10	-24	0	5	-10	4
CCOc1ccc(N2C(=O)CS/C2=N/NC(=O)COc2ccc3ccccc3c2)cc1	20	-0.44	x	1	34	-29	4	2	4
O=S(=O)(NN=C1CCCCCCC1)c1ccc(Br)cc1	-9	0.1	-4	-6	-16	13	-11	6	-2
Cc1ccc(-c2cc(-c3ccc(C)o3)nc(N)c2C#N)cc1	-36	-0.55	10	-3	1	3	-24	5	0
O=C(O)Cc1sc(-c2ccc(Cl)cc2)nc1-c1ccccc1	0	-0.33	x	-2	-6	17	0	5	0
Clc1ccc2nc(CN3CCCCC3)cn2c1	-35	-0.59	8[fluorescence artefact?]	-3	-15	22	-6	3	-6
CCc1cc2c(=O)[nH]cnc2s1	-32	0.19	26	16	6	10	-14	-15	-1
CC(=O)NC1CC2CCCC(C1)N2S(=O)(=O)c1ccccc1 (configuration not stated)	-6	0.17	0	-10	13	14	8	12	-1
O=C(Nc1c(-c2ccccc2)nc2ccccn12)c1ccco1	-5	1	19	10	1	-12	94*	-14	0
CC(=O)C1=C(C)OC(N)=C(C#N)C1c1ccncc1 (configuration not stated)	-22	-0.22	x	0	-2	10	-17	3	0
Cc1c(NCc2cc(Cl)cc(Cl)c2O)c(=O)n(-c2ccccc2)n1C	-12	-2.5	2	4	18	9	-115	-1	4
CCC(=O)NC(Nc1ncc(C)s1)(C(=O)OC)C(F)(F)F (configuration not stated)	12	0.62	-4	8	5	-13	-12	-12	-2
COC(=O)[C@H](C)NC(=O)Nc1ccccc1F	-17	1	0[fluorescence artefact?]	-7	-5	x	16	6	-1
Clc1ccc2c(N3CCCC3)ccnc2c1	4	-0.09	-1	-2	17	14	-1	6	-5
CC(=O)c1cc(Cc2csc(C(C)=O)c2)cs1	-25	-0.1	0	4	0	4	1	-7	-1
COCCNC(=S)N/N=C/c1ccccc1C(=O)O	-22	-0.34	x	9	5	14	-16	-7	1
CCOC(=O)c1cccc(-n2c(C)nc3ccccc3c2=O)c1	74	0.18	-1[fluorescence artefact?]	-6	56	-60	2	3	7
O=C(Nc1ccc2c(c1)nc1n2CCOC1)C1CCCCC1	-27	1.1	-6	-8	4	0	16	8	6
COC(=O)c1cc(=O)nc2sc(-c3cccs3)nn12	-2	0.44	2[fluorescence artefact?]	-8	6	-6	-26	8	0

Next section:
SMILES	TNFa cytotox	Pyk2 oligo antag	ERa SRC1 inh	PTPN22 act	VCAM1 TNFa inh	cytoskel mod	HUVEC tox IL1B	PTPN22 inh 2	FAK blocker
Cc1ccc2cccc(S(=O)(=O)Nc3c(C)n(C)n(-c4ccccc4)c3=O)c2n1	-10	-0.06	-3	10	24	-5	-52	-8	-3
Cc1ccc(Cc2cnc(NC(=O)C3CCCO3)s2)cc1 (configuration not stated)	-7	0.56	-3	8	2	-47	-3	-5	1
COc1ccc(N2CC(O)=C(c3n(C)c4ccccc4[n+]3C)C2=N)cc1	-17	0.15	0	4	-16	-4	-2	-1	2
Cn1c(SCC(=O)Nc2ccccc2F)nnc1-c1ccc(S(=O)(=O)N2CCOCC2)cc1	-14	0.27	-14	-4	-1	-11	-47	8	-2
CCCc1cc2c(cc1NS(=O)(=O)c1ccc(CCNC(C)=O)cc1)OCO2	-16	0.16	-2	-2	6	10	-32	4	-10
Cc1ccc(N2CCN(C(=O)c3ccccc3)CC2)c(C)c1	x	1	-2	0	-18	-4	-49	-1	2
COc1cccc(OC)c1C(=O)NC(C)C12CC3CC(CC(C3)C1)C2 (configuration not stated)	22	-0.11	-2	-2	4	x	2	2	5
COc1ccc(S(=O)(=O)NCCC(C)C)cc1OC	-23	0.34	-9	2	21	0	-23	-1	-1
CC(=O)N1C(=O)C2(C(C#N)=C(N)Oc3cc(C)oc(=O)c32)c2ccccc21 (configuration not stated)	11	-0.39	-1	-2	-9	-13	4	-1	-3
COC(=O)c1sccc1NC(=O)CCC1CCCCC1	-24	0.45	-6	6	-31	11	-16	-7	2
CC(C)CC(c1nnnn1Cc1cccs1)N1CCN(c2nc3ccccc3s2)CC1 (configuration not stated)	-9	-3.6*	7	-6	5	28	-74	6	1
COc1ccc(C(=O)CSc2nnc(COc3ccc(C#N)cc3)n2-c2ccccc2)cc1	-17	1	x	6	-5	7	-8	-9	-1
CCOC(=O)c1cc2c(ccn2C)n1CC(=O)N1CCN(c2ccccc2)CC1	-51	-0.68	-12	1	10	42	-28	-3	-1
O=[N+]([O-])c1ccc(Oc2cccc(F)c2)c2ccncc12	-6	-1.4	7	5	9	11	-12	-8	3
c1ccc(COc2ccc(OCCCCN3CCCCC3)cc2)cc1	39	-0.19	-4	-9	-38	-15	34	8	1
CC1Cc2cc(/C(O)=C3/C(=O)C(=O)N(CCN4CCOCC4)C3c3cccc(Cl)c3)ccc2O1 (configuration not stated)	16	1.4	-7	-2	-1	8	-94	2	-2
O=C(Cn1c(=O)n(CC2CCCO2)c(=O)c2ccccc21)c1ccc(Cl)c(Cl)c1 (configuration not stated)	-26	-2	-2[fluorescence artefact?]	4	-8	-5	-12	-1	-1
Nc1nonc1-c1nc2ccccc2n1Cc1ccc(F)cc1Cl	-28	0.02	-5	-1	-11	-10	-4	-2	0
COc1ccc(SCc2noc(C(=O)NCC3CCCO3)c2C(=O)O)cc1 (configuration not stated)	-28	x	x	6	7	-9	-19	-3	-3
O=C(O)c1ccc(S(=O)(=O)NC2CCCc3ccccc32)cc1 (configuration not stated)	-8	-1.8	x	-8	-10	-12	-9	7	-2
Cc1cc(C)c2c3c(sc2n1)C(=O)N(Cc1ccccc1)CC(=O)N3	-13	0.73	-4	-5	24	-18	-5	6	-2
O=C(c1ccco1)N1CCCN(C(=O)c2ccco2)CC1	-10	-0.37	-6	-2	9	-4	8	-2	-1
C=CCn1c(SCC(=O)Nc2ccc(N(C)C)cc2)nnc1-c1cccc(C)c1	-29	0.14	-44[fluorescence artefact?]	-7	2	19	15	5	-1
C/C(=N\NC(=O)c1nc(C)cc(C)n1)c1ccccc1	-9	-0.47	-3	1	11	x	10	1	-2

At a glance, two of the compounds above:
SMILES	TNFa cytotox	Pyk2 oligo antag	ERa SRC1 inh	PTPN22 act	VCAM1 TNFa inh	cytoskel mod	HUVEC tox IL1B	PTPN22 inh 2	FAK blocker
C=CCn1c(SCC(=O)Nc2ccc(N(C)C)cc2)nnc1-c1cccc(C)c1	-29	0.14	-44[fluorescence artefact?]	-7	2	19	15	5	-1
C/C(=N\NC(=O)c1nc(C)cc(C)n1)c1ccccc1	-9	-0.47	-3	1	11	x	10	1	-2
